HTR2A ag: agonists of mouse serotonin 5-HT2A receptor (HTR2A). AID 624169. CHO-K1 mHTR2A beta-arrestin complementation, luminescence; percent of 30 µM serotonin response. activation, % at 7.6 µM. 0.66% of 360,000 active. P35363;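 active means activation above a run cutoff, the mean activation of all tested compounds plus 3 SD, cut at about 14% in these data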;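 further: 0% = plate median of compound wells and 100% = 30 µM serotonin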
ABHD5 PLIN5 PPI: ABHD5-PLIN5 protein interaction inhibition | Split G. princeps luciferase complementation, luminescence, 4 h | inhibition, % at 4 µM | 0.78% of 360,000 active | AID 602281;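 active means inhibition above the mean inhibition across every tested compound plus 3 SD, cut at about 22% in these data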;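 further: 0% = DMSO only wells and the 100% control is not disclosed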
H9c2 protect: protects H9c2 cardiomyocytes from peroxide injury. 0.63% of 360,000 active. AID 588492. H2O2 injury protection, ATPLite, 2 h. protection from H2O2 cell death, % at 20 µM;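 active means compounds giving at least 50% protection of heart cells from peroxide-induced death in the single-dose screen, raw or plate-pattern-corrected value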;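 further: 0% = DMSO wells with peroxide and 100% = DMSO wells without peroxide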
ABCB6 inh 2: inhibitors of human ABC transporter ABCB6; Q9NP58; K562-ABCB6 porphyrin accumulation, flow cytometry, 1 h; stronger effect = lower value; fluorescence ratio to DMSO, % at 10 µM; 0.19% of 360,000 active;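 active means fluorescence ratio to DMSO below 75%, the collection mean minus 3 SD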;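 further: signal is porphyrin accumulated inside mitochondria; 100% equals median channel fluorescence of DMSO control wells; lower ratio means ABCB6 inhibition with less porphyrin fluorescence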
NOD2 RIPK2 PPI: NOD2-RIPK2 protein interaction inhibition; CHO BLA complementation NOD2-RIPK2, CCF4 ratio; 0.38% of 360,000 active; inhibition, % at 4.98 µM; in the data active means inhibition above about 21%;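 further: 0% = vehicle only and 100% = reference blocker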
MC4R antagonist: antagonists of human melanocortin 4 receptor (MC4R) | 0.48% of 360,000 active | P32245 | AID 540295 | inhibition, % at 6.5 µM | MC4R-expressing cells, MTII-stimulated cAMP, LANCE TR-FRET;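 active means inhibition above its plate's cutoff, the mean of tested wells on that plate plus 3 SD, cut at about 29% in these data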;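 further: 0% = Melanotan II alone and 100% = Melanotan II plus saturating MCL0020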
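material = U2OS cells stably expressing human melanocortin 4 receptor (MC4R) | also added = Melanotan II challenge | dosing = single nominal compound dose of 6.5 µM | detection = TR-FRET with Eu-cAMP and labeled anti-cAMP, 671 nm | replication = singlicate | timing = compound 30 min, challenge 1 h, detection 1 h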
Glyco luc inh: blocks N-linked glycosylation in D54 reporter cells; 0.23% of 360,000 active; reporter increase, % at 12.5 µM; D54 ERlucT glycosylation luciferase reporter, 24 h; percent of 100 nM tunicamycin response;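 active means mean luciferase reporter signal, scaled so untreated is 0 and the glycosylation-blocking control 100, at or above a set limit in every replicate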;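 further: luciferase carries N-glycosylation sites so blocking glycosylation raises the light; 0% = median of neutral control wells and 100% = median of 100 nM tunicamycin wells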
MC4R ag barr: activates human MC4R beta-arrestin recruitment; AID 540308; 0.98% of 360,000 active; activation, % at 8.9 µM; U2OS MC4R beta-arrestin complementation, luminescence; percent of melanotan II response, DMSO zero; P32245;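 active means activation above a per-plate cutoff, the mean activation of sample wells on that plate plus 3 SD, cut at about 8% in these data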
NCOA2 inhibitor: human SRC2 (NCOA2) inhibition; HEK293 GAL4-SRC2 luciferase reporter, luminescence; 0.17% of 370,000 active; Q15596; inhibition, % at 9 µM; AID 651957;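 active means inhibition above the mean inhibition of all tested compounds plus 3 SD, set per campaign, cut at about 52% in these data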;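 further: 0% = DMSO treated cells and 100% = cells given Gossypol at 36 µM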
TLR9-MyD88 block: blocks human TLR9 binding to MyD88. Q9NR96+Q99836. CHO BLA complementation TLR9-MyD88, CCF4 FRET ratio. inhibition, % at 4.98 µM. 0.21% of 340,000 active;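 active means inhibition above the mean over all tested compounds plus 3 SD, cut at about 21% in these data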;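 further: 0% = DMSO only wells and 100% = clavulanate BLA inhibitor control wells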
Target sequence (Q99836 whole entry, looked up): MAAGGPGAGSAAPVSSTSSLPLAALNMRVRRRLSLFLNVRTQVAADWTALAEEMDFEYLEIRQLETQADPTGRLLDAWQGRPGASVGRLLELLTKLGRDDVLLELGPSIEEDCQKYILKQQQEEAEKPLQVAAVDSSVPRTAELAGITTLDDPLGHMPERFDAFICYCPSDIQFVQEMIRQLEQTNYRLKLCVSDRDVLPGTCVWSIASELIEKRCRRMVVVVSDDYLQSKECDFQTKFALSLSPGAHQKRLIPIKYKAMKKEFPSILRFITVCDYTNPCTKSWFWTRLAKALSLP
Target sequence (Q9NR96 whole entry, looked up): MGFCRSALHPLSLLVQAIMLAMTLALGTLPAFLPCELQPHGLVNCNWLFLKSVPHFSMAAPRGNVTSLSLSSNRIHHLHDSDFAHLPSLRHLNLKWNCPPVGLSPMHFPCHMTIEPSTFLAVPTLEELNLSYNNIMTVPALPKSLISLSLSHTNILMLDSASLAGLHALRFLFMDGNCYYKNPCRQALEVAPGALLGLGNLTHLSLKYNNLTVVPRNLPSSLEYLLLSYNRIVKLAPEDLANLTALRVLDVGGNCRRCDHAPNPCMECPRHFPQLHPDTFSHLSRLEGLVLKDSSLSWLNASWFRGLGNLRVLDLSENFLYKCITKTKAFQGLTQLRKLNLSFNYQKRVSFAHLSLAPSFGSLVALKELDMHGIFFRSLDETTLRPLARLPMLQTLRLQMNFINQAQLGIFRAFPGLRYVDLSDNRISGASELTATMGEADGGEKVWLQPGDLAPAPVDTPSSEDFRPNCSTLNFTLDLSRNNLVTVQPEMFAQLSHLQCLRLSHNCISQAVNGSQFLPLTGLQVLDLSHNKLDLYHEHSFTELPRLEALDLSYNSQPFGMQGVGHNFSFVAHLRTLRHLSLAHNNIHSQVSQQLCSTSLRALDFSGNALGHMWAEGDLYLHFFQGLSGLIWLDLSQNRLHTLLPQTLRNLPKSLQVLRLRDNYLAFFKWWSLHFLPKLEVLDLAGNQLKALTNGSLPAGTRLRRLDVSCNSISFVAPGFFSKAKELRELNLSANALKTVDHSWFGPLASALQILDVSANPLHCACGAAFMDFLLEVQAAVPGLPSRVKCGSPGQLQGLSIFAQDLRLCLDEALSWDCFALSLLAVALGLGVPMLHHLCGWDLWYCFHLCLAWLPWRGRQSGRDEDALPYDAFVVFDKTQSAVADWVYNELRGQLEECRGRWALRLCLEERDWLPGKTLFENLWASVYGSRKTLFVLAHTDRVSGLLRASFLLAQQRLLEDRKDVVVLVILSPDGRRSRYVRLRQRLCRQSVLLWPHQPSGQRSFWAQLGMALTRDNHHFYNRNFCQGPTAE
The depositor's hits bear a star; · = not tested or not shown. A portion of the library; the hit share may differ from the screen's.

SMILES	HTR2A ag	ABHD5 PLIN5 PPI	H9c2 protect	ABCB6 inh 2	NOD2 RIPK2 PPI	MC4R antagonist	Glyco luc inh	MC4R ag barr	NCOA2 inhibitor	TLR9-MyD88 block
O=C(Nc1ccccc1Cl)c1ccc(COc2ccc3c(c2)CCC3)cc1	4	0	-7	99	8	8	-2	7.0	11	-3
CCOC(=O)c1cccc(NC(=S)NCc2ccc(C)cc2)c1	-3	-2	-5	98	-9	13	4	-0.2	-2	6
O=C(CN(C(=O)c1csnn1)c1cccc2ccccc12)NCc1ccccc1	4	5	1	91	-4	0	0	0.3	-9	7
O=c1[nH]c(SCC2CCCCO2)nc2ccccc12 (stereo not given)	-4	-6	24	103	4	4	-2	0.3	-53	-9
Cc1ccc(C(=O)NC(=S)Nc2ccc(CN3CCOCC3)cc2)cc1	-8	-4	-3	110	1	9	0	-3.1	-19	6
CCc1ncc(CN2CCC(C(=O)Nc3ccc(-n4nc(C)cc4C)cc3)CC2)cn1	-2	-6	3	103	-9	0	0	-0.2	-3	-10
Cn1c(NC(=O)c2cc(Cl)ccc2Cl)cc(=O)n(C)c1=O	-5	2	-4	102	-9	-12	1	-0.9	6	0
Clc1ccc(-c2nc(-c3cnccn3)no2)cc1	-3	-5	-16	97	-4	3	-13	2.6	-64	·
O=C(O)C1(c2ccccc2)CCN(S(=O)(=O)c2ccc(Cl)s2)CC1	4	2	0	95	-10	4	1	-1.6	15	1
Cc1ccc(S(=O)(=O)NCC(=O)N(CC(=O)NCc2ccco2)Cc2ccc3c(c2)OCO3)cc1	-3	1	-3	96	-2	2	1	-1.5	10	-3
Nc1nonc1C(=O)NCCNc1ncccc1[N+](=O)[O-]	7	1	-3	97	-17	9	0	1.9	-16	-4
O=C1c2ccccc2C(=O)N1CCc1nc2ccccc2c(=O)n1CCCn1ccnc1	6	1	24	101	7	6	2	-0.2	-10	-2
CCOC(=O)c1ccc(NS(=O)(=O)c2ccc3c(c2)NC(=O)CCS3)cc1	-2	-14	1	102	-4	-8	0	-1.8	-5	-10
O=C(NCc1cccc(Cl)c1)c1ccc(-c2csnn2)cc1	-4	-3	-2	100	1	13	-1	5.7	10	-2
CCN(CC(=O)Nc1cccc(C#N)c1)CC(=O)Nc1cccc(OC)c1	-2	1	9	96	4	4	-1	-2.2	-4	4
COC(=O)c1ccc(C2C(Oc3ccc(OC)cc3)C(=O)N2CCc2ccc(OC)c(OC)c2)cc1 (stereo not given)	-2	0	0	100	-15	1	0	6.0	-6	-8
CC(=O)Nc1ccc(NC(=O)c2ccccc2Br)cc1	0	3	-3	100	7	10	0	-0.8	-9	·
CCOc1ccccc1NC1=NC2CS(=O)(=O)CC2S1 (stereo not given)	-4	-5	-3	96	-2	7	-1	-1.9	-20	-13
Cc1cccc(OCC(=O)OC(C)C(=O)Nc2ccc(S(=O)(=O)N3CCCCC3)cc2)c1 (stereo not given)	8	8	-8	104	-3	0	0	0.1	-6	-2
CC(C)c1ccc(/C=N/NC(=O)CC(=O)NCc2ccccc2)cc1	-1	-1	-3	105	-7	-1	1	-4.0	-19	1
Cc1ccccc1NC(=O)CN1C(=O)NC(C)(c2ccc3c(c2)OCO3)C1=O (stereo not given)	2	2	-1	98	-3	9	8	-1.9	-37	-3
CCOC(=O)C1CCN(Cc2ccc(C(=O)OC)cc2)CC1	-11	-3	1	102	-3	-3	0	-2.6	·	0
CCC(C)(C)NC(=O)Cn1c(-c2ccccc2)cc(C(C)=O)c1C	5	2	0	131	-15	-1	1	-1.8	16	-4
Fc1ccc(CNc2ccccn2)cc1	-1	-5	-2	101	7	10	1	-1.3	-32	-9
Cc1cc(C)c(S(=O)(=O)c2ccccc2C(=O)O)c(C)c1	5	5	6	102	-13	9	2	-1.8	-35	1
COc1cc(NC(=O)CCCn2c(=O)oc3ccccc32)cc(OC)c1	4	3	9	95	-15	-2	4	0.0	0	-3
Cc1cc(C)n(-c2nc3ccccc3c(=O)n2OCC(C)C)n1	4	8	2	94	-1	1	-1	-0.8	-9	2
Cc1cccc2cc(C3CC(c4ccco4)=NN3S(=O)(=O)c3ccccc3)c(Cl)nc12 (stereo not given)	-5	6	-2	97	-2	19	-8	-2.1	20	-3
CCN(c1ccccc1)S(=O)(=O)c1ccc(Cl)c(NC(=O)CN2CCCCCC2)c1	-3	-1	-16	95	-13	19	-5	1.8	-8	-4
COc1ccccc1Oc1cn[nH]c1-c1ccc(OCC(=O)NN)cc1O	-1	-5	2	98	-3	19	0	0.5	-30	-8
O=C(O)C1C2C=CC(C2)C1C(=O)NCc1ccc(Cl)c(Cl)c1 (stereo not given)	2	4	-2	93	-1	7	0	-2.0	-12	-3
Cc1cc(N2CCOCC2)n2cc(-c3ccc(F)cc3)nc2n1	2	-2	-2	100	2	2	2	-2.9	0	-2
C[C@H]1CN([C@@H](C)CO)C(=O)CCCn2nncc2CO[C@@H]1CN(C)C(=O)c1ccccc1	-1	3	6	95	3	0	1	-1.7	1	-2
N#CC(C(=O)c1ccc(S(=O)(=O)N2CCCCCC2)cc1)c1nc2ccccc2[nH]1 (stereo not given)	-1	-7	1	94	4	0	-5	5.5	-2	2
N#Cc1c(-c2c(Cl)cccc2Cl)noc1/C=C/Nc1ccc(C(=O)O)cc1	4	-3	-6	104	-10	-7	6	-1.3	-30	2
CCc1ccc(OCCCC(=O)Nc2ccc(N3CCOCC3)cc2)cc1	-5	-2	-5	102	-1	12	-1	-0.8	-19	-4
CC(=O)c1nc(-c2ccccc2)sc1C	-3	-3	-4	99	-10	7	3	-4.9	-8	-7
Cc1ccc(-c2nn(CC(=O)NCCN3CCOCC3)c(=O)c3ccccc23)cc1	-5	4	-1	98	7	-2	4	-1.0	-2	0
Cc1noc(C)c1C(=O)Nc1ccc(F)cc1F	-1	3	4	96	6	0	-1	1.0	-21	-2
CCOP(=O)(OCC)C(Cc1ccccc1)N=C(c1ccccc1)c1ccccc1 (stereo not given)	-7	6	-3	93	6	·	-5	·	9	·
Cc1ccc(S(=O)(=O)N(CC(=O)NCCC2=CCCCC2)Cc2ccccc2F)cc1	-4	-2	-14	95	-1	4	-4	0.6	-23	-10
O=c1[nH]snc1N1CCOCC1	5	-7	-2	101	2	7	1	-2.9	-9	4
CCOC(=O)Cc1csc(N/N=C\c2ccccc2OC)n1	-5	-2	-10	100	5	-4	3	-0.2	-30	8
COc1ccc(C2CC(c3cccs3)=NN2C(=O)CCl)cc1OC (stereo not given)	-2	5	-9	106	4	10	4	3.6	42	4
O=C(Oc1ccc(Cl)c2ccccc12)N1CCCCC1	-5	-6	-20	105	-4	-3	-3	0.4	-49	-7
Cc1ccc(C(=O)Nc2ccccc2N2CCCCC2)o1	-3	-4	-3	96	0	14	0	-1.7	26	1
CCN(CC)S(=O)(=O)c1ccc(N2CC(C(=O)NCCc3ccc(Cl)cc3)CC2=O)cc1 (stereo not given)	-10	-4	-4	95	6	2	-1	0.9	4	-3
CC1CCCC(NC(=O)COC(=O)c2ccc(Cl)nc2)C1C (stereo not given)	-3	-1	-3	101	3	2	-1	-0.3	13	7
COc1ccccc1N(Cc1cc2cccc(C)c2[nH]c1=O)C(=O)C(C)C	1	4	1	111	-3	4	-1	-1.1	-10	-8
Cc1ccc(S(=O)(=O)N/N=C/c2c(C)nn(-c3ccccc3)c2C)cc1	0	-10	-4	95	-5	1	0	1.2	-17	8
CN(c1cccc(NC(=O)c2ccccc2N(C)S(=O)(=O)c2ccccc2)c1)S(C)(=O)=O	0	-6	4	100	-1	5	-2	-0.6	-14	5
O=C(NCC1CCCO1)c1cc2c(s1)CCCC2 (stereo not given)	-2	5	2	93	-8	1	-4	-1.3	-18	7
COc1cc(/C=C(\C#N)C(=O)NC(C)C)cc(Cl)c1O	3	8	10	88	11	-12	0	0.7	-17	1
CCCCn1c(SCC(=O)NC2CCS(=O)(=O)C2)nnc1-c1ccc(OC)cc1 (stereo not given)	-5	3	-1	102	4	9	-1	-1.2	-10	-4
COc1ccc(OC)c(NC(=O)CCNS(=O)(=O)c2cc(Br)cnc2N)c1	-5	-4	2	101	-7	8	-1	-3.1	-5	8
Cc1cc(SCC(=O)c2cccs2)nc2ccccc12	-3	-6	-20	108	6	-7	-2	4.2	-35	-2
Nn1c(Cc2ccc(F)cc2)n[nH]c1=S	6	3	4	99	-2	-1	1	0.3	10	-3
CC1CN(C(=O)c2cc(F)c(F)cc2Cl)CC(C)O1 (stereo not given)	8	0	2	100	-4	12	2	-0.5	12	3
Cc1ccc(S(=O)(=O)N2CCC(NC(=O)OC(C)C)CC2)cc1	1	-1	-4	97	-3	1	-1	-0.7	-10	5
O=C(Cc1ccccc1)Nc1ccc(NC(=O)c2cccnc2)cc1	-2	-5	-4	98	3	8	1	0.0	-33	3
More structures
SMILES	HTR2A ag	ABHD5 PLIN5 PPI	H9c2 protect	ABCB6 inh 2	NOD2 RIPK2 PPI	MC4R antagonist	Glyco luc inh	MC4R ag barr	NCOA2 inhibitor	TLR9-MyD88 block
CCOc1ccc(C(C)=O)cc1COC(=O)c1cccnc1SC	2	4	-4	101	-9	-6	1	-0.8	-20	-2
CCN(CC)CCC(c1ccc(OC)cc1)c1c(O)cc(OC)cc1OC (stereo not given)	-7	7	11	101	-7	-5	-2	-1.4	-23	-3
COn1c(-n2nc(C)cc2C)nc2ccccc2c1=O	-4	-4	-2	101	-4	7	3	-1.0	-1	-6
CCn1c(CNC(=O)c2cccnc2)cc2ccccc21	-8	-1	-14	97	0	-4	-1	-2.3	3	-8
Cc1cccc(NC(=S)NCc2ccc(F)cc2)c1	0	-3	0	98	-10	1	-2	-1.0	4	2
CCC(C)(C)NC(=O)c1ccccc1Oc1ccccc1	-5	-1	-5	103	-8	7	-1	-0.5	23	2
C[C@@]12C(=O)N(c3ccc(F)cc3)C(=O)N1[C@@H]1c3ccccc3OC[C@@H]1[C@H]2c1ccccc1	4	1	8	85	-4	-4	-1	1.4	-3	-6
CC(=O)NC1(C(Cl)(Cl)Cl)Oc2ccccc2O1	0	5	3	94	-4	2	0	1.2	-7	0
NC(=O)C[C@@H]1NC(=O)[C@H](CCC(=O)O)NC(=O)c2cc([N+](=O)[O-])cc(I)c2OCC[C@@H](C(N)=O)NC1=O	-11	6	11	99	-8	-5	2	-0.9	·	4
Fc1ccc(NC(=S)Nc2ccc(Br)cc2)cc1	1	-10	-8	97	-2	-6	-3	1.5	-5	0
Nn1c(SCC(=O)Nc2ccc(OC(F)F)cc2)nnc1-c1ccco1	3	0	-3	93	0	-3	3	-0.3	-11	-6
CCc1ccc(C2=NN(CCC(=O)NC(C)CCc3ccccc3)C(=O)CC2)cc1 (stereo not given)	-3	-3	-1	93	0	1	-2	1.4	-9	-8
O=C1CSC(c2ccccc2Cl)N1 (stereo not given)	-3	2	6	105	8	-4	0	-1.0	-6	7
